Vif inh: HIV Vif self-association inhibitors, primary screen, imaging, HEK293T, single point; inhibition, % at 7.49 µM; HEK293T cells, Vif self-association by quenched fluorescence, 24 h; AID 602346, 2012; hit rate 0.35% among 340,000; in the data active means inhibition above about 50%, passing the limit was not always enough; further: some results filed as inactive read as strong as hits
TLR9-MyD88 inh: inhibitors of TLR9-MyD88 association in cells, primary screen, cell-based, CHO, BLA complementation, fluorescence | inhibition, % at 4.98 µM | CCF4 FRET ratio | hit rate 0.21% among 340,000 | AID 504734, 2011;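 active means inhibition above the mean over all tested compounds plus 3 SD, cut at about 21% in these data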;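 further: 0% = DMSO only wells and 100% = clavulanate BLA inhibitor control wells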
NCOA3 inh: SRC3 coactivator transcriptional activity inhibitors, primary screen, cell-based, luminescence | hit rate 0.17% among 360,000 | Nuclear receptor coactivator 3 (Homo sapiens), Q9Y6Q9 | inhibition, % at 3.6 µM | HEK293 GAL4-SRC3 luciferase reporter;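 active means inhibition above a per-campaign cutoff, the mean of all compounds plus 3 SD, cut at about 60% in these data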;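 further: 0% = DMSO-treated cells and 100% = gossypol-treated cells at 36 µM; higher means less SRC3-driven luciferase light from the GAL4 reporter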
COUP-TFII inh: NR2F2 transcriptional activity inhibitors, primary screen, cell-based, luciferase reporter, HEK293T, luminescence; COUP transcription factor 2 (Homo sapiens), P24468; HEK293T NGFI-A luciferase reporter; inhibition, % at 8.6 µM; hit rate 0.7% among 370,000; AID 686940, 2013;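 active means inhibition above a per-plate cutoff, mean inhibition of test wells between control levels plus 3 SD, cut at about 38% in these data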;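 further: cells cotransfected with COUP-TFII expression vector driving the NGFI-A reporter; 0% = median of COUP-TF2 test wells and 100% = reporter-only cells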
Target sequence (P24468 whole entry, looked up): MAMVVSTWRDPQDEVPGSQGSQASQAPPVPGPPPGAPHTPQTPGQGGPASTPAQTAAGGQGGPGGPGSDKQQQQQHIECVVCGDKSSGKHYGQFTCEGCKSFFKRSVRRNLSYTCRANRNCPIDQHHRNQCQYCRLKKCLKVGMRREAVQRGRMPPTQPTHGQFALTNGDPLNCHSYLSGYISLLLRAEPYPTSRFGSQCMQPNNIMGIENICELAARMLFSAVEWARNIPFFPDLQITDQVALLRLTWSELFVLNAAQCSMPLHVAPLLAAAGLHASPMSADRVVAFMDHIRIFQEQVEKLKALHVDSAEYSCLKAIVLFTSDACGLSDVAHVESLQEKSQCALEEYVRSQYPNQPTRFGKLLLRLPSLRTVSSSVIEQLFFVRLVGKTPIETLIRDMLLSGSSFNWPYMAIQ
SRC1 inh: SRC1 coactivator transcriptional activity inhibitors, primary screen, cell-based, luminescence | Nuclear receptor coactivator 1 (Homo sapiens), Q15788 | HEK293 GAL4-SRC1 luciferase reporter | inhibition, % at 3.6 µM | hit rate 0.12% among 360,000;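 active means inhibition above the campaign mean plus 3 SD, with each screening campaign given its own cutoff, cut at about 60% in these data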;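 further: 0% = DMSO treated cells and 100% = gossypol at 36 µM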
LRH-1 inv ag: LRH-1 (NR5A2) inverse agonists, primary screen, cell-based, luminescence, HEK293T, StAR-luciferase reporter. hit rate 0.13% among 360,000. inhibition, % at 3.6 µM. LRH-1 transfected, 24 h;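 active means inhibition above the mean inhibition of all tested compounds plus 3 SD, cut at about 73% in these data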;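 further: 0% = DMSO wells and 100% = reporter-only cells lacking LRH-1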
Target sequence (O00482 whole entry, looked up): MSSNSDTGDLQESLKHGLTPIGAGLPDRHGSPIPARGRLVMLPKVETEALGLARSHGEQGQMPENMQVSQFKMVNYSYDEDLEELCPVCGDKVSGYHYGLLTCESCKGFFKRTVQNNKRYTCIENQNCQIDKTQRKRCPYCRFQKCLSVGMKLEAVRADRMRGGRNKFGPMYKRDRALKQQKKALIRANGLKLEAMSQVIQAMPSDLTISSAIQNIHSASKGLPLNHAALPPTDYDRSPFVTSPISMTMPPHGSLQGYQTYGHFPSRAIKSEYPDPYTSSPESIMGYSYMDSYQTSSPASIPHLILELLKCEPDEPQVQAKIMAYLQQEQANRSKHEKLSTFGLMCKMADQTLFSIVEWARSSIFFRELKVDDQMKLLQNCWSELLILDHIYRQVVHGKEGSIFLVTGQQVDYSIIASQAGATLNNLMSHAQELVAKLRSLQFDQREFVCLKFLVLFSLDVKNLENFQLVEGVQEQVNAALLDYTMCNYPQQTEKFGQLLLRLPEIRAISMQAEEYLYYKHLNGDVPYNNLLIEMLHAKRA
C8 TRAIL sens: viability loss with TRAIL in NB7+C8 cells, primary screen, TRAIL sensitizer project, cell-based, ATPlite luminescence; inhibition (viability loss, TRAIL sensitization), % at 10 µM; hit rate 1% among 360,000;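 active means compounds causing at least 50% loss of cell viability in the single-dose screen, relative to plate controls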
TROY NFkB inh: inhibitors of TROY-driven NF-kB signaling, primary screen, Q293 LMP1-TROYcd cells, NF-kB luciferase, uHTS. Q293 LMP1-TROYcd NF-kB luciferase reporter, 4 h. inhibition, % at 10 µM. hit rate 0.98% among 360,000;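 active means compounds whose plate-normalised and pattern-corrected inhibition of the luciferase reporter signal at the single screening dose is 50% or more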
SRC2 inh: inhibition of GAL4-SRC2 driven luciferase reporter, primary screen, SRC2 inhibitor project, cell-based, luminescence | Nuclear receptor coactivator 2 (Homo sapiens), Q15596 | HEK293 GAL4-SRC2 luciferase reporter | inhibition, % at 9 µM | hit rate 0.17% among 370,000 | AID 651957, 2012;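 active means inhibition above the mean inhibition of all tested compounds plus 3 SD, set per campaign, cut at about 52% in these data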;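 further: 0% = DMSO treated cells and 100% = cells given Gossypol at 36 µM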
EBV LMP1 NFkB: EBV LMP1-driven NF-kappaB luciferase reporter inhibitors, primary screen, cell-based, luminescence, single point; hit rate 0.69% among 350,000; AID 504558, 2011; LMP1-induced NF-kappaB luciferase reporter cells; inhibition, % at 12.5 µM; in the data active means inhibition above about 41%;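 further: 0% = neutral control wells and 100% = reference inhibitor control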
NOD2 RIPK2 PPI: NOD2-RIPK2 binding disruptors in cells, primary screen, fluorescence, CHO cells, BLA complementation; AID 624267, 2012; Receptor-interacting serine/threonine-protein kinase 2 (Homo sapiens), O43353; CCF4 ratio; hit rate 0.38% among 360,000; inhibition, % at 4.98 µM; in the data active means inhibition above about 21%;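 further: 0% = vehicle only and 100% = reference blocker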
Starred values were filed as active, the others as inactive; . = not tested or not shown. This is a subset; rates above refer to the full screens.

Structure,Vif inh,TLR9-MyD88 inh,NCOA3 inh,COUP-TFII inh,SRC1 inh,LRH-1 inv ag,C8 TRAIL sens,TROY NFkB inh,SRC2 inh,EBV LMP1 NFkB,NOD2 RIPK2 PPI
O=C(N/N=C/c1cccc2ccccc12)c1ccccc1Cl,-12,1,17,-1,10,-2,-8,-34,-47,-12,1
NS(=O)(=O)c1ccc(N=Nc2c(O)c(C(=O)O)cc3ccccc23)cc1,-5,9,-17,4,2,-12,0,26,0,2,0
CCCC(=O)Nc1nc(-c2ccc3c(c2)CCN3S(C)(=O)=O)cs1,1,-9,11,-5,-37,-5,15,11,-26,9,-5
O=C(N1CCN(c2ccc(F)cc2)CC1)C1(c2cccs2)CCOCC1,2,-2,20,6,-3,2,21,-9,-10,4,0
O=C(CCc1ccc(S(=O)(=O)N2CCOCC2)cc1)NCCc1ccccn1,2,-4,14,2,-63,8,3,11,-29,-8,0
COc1cccc(/C=C/C(=O)NNC(=O)c2ccco2)c1OC,18,-10,-72,-38,-81,-46,63*,-21,-65,-4,-1
Cc1cc(N2C(=O)Cc3ccccc3C2=O)ccc1C(C)C,-3,8,-1,-35,-9,-11,-4,-31,-31,-2,-1
CC(C)NC(=O)N(C)C[C@H]1Oc2cc(Br)ccc2S(=O)(=O)N([C@H](C)CO)C[C@H]1C,-3,12,0,3,-35,-2,-1,-4,4,-1,-1
CCC1=Nc2cc(C(=O)NCCN3CCOCC3)ccc2Sc2ccc(C)cc21,-24,10,-9,10,-7,-16,-22,-15,-14,5,3
Cc1nc(SCC(=O)NCc2ccco2)[nH]c(=O)c1C,4,-1,10,9,13,8,19,6,-22,1,-6
O=C(N/N=C/c1ccccc1O)c1cccc(C(F)(F)F)c1,-4,6,59,-13,39,-8,21,-42,20,8,-5
Oc1cc(NCCc2cccnc2)cc2cccnc12,-4,2,-14,13,-8,26,44,-1,-7,3,5
CCc1nc2cccnc2n1-c1ccc(CC(=O)O)cc1,-6,-15,11,14,13,-10,-2,1,10,-2,-8
O=C(NCc1ccc2c(c1)OCO2)c1ccc2c(c1)OCO2,-7,-17,-14,-10,-50,-8,7,-12,5,-5,-11
C=C(C)CN(CC)c1nc(N)c(C#N)c(CC#N)c1C#N,7,-4,6,-11,-10,9,9,-60,19,-9,4
CCOc1ccccc1CNC(=O)c1ccccc1NC(=O)C1=CSCCO1,-8,-15,-18,7,-60,-8,3,18,-7,4,-10
COc1ccccc1NC(=S)N1CCN(c2ncccn2)CC1,1,7,0,-4,-41,13,-5,7,1,0,-10
CC(CNC(=S)Nc1cc(F)cc(F)c1)CSc1ccc(Cl)cc1 (centres undefined),-2,-3,16,9,11,2,0,61*,-12,5,-19
COc1ccc(CCC(=O)Nc2ccc(C)c([N+](=O)[O-])c2)cc1,-4,1,11,5,7,12,0,2,-3,62*,3
O=c1oc2ccccc2cc1-c1nc(-c2cccs2)cs1,-2,20,-9,-3,-34,12,1,-32,6,-25,32*
CCN(CC)c1ccc(C=C2SC(=S)NC2=O)cc1,.,9,-20,-3,-40,-32,17,16,-5,-6,-1
NC(=O)CC(NC(=O)Cc1cccc2ccccc12)c1ccc(NC2CCCCCC2)c([N+](=O)[O-])c1 (centres undefined),-3,3,1,9,-13,-4,6,-22,-5,-4,-13
COc1ccccc1N1CCN(C(=O)CCSCc2ccccc2F)CC1,-2,7,22,8,-10,-14,-12,-6,3,3,-1
Cc1ccc(-c2csc3ncnc(Sc4nnc(CN5CCCCCC5=O)o4)c23)cc1,24,0,21,-61,5,-19,14,35,27,42*,9
CCOc1ccccc1N1CCN(C(=O)c2cc(C)oc2C)CC1,-7,-4,2,.,-4,0,4,8,.,-1,0
O=C(Nc1ccc2c(c1)OCO2)C1(S(=O)(=O)c2ccc(Cl)cc2)CC1,-2,8,-16,7,-19,-10,7,-15,-9,-4,-8
O=[N+]([O-])c1cccc(/C=N/Nc2ccccn2)c1,.,1,-47,-13,-36,-20,6,-39,-1,-22,-4
COc1ccccc1C(=O)NCC(=O)OCc1nnc(-c2ccccc2)o1,-3,5,-3,-4,1,2,6,-20,-15,-16,10
CC(C)NC(=O)c1ccc2c(=O)n(C3CCCC3)c(=S)[nH]c2c1,-2,2,0,-4,-21,-8,19,-30,-13,-5,-1
O=C(NCCc1ccccc1)c1n[nH]c2ccccc12,-7,-3,-91,-37,-188,-124,17,-72,-53,-31,-4
CCCCN1C(=O)c2ccc(C(=O)OCC(=O)NCCc3ccc(S(N)(=O)=O)cc3)cc2C1=O,5,-1,-7,-3,4,26,0,-2,16,3,-9
O=C(Nc1ccccc1)N1CCN(c2nc(-c3ccccc3)ns2)CC1,5,-3,-14,-2,-10,-21,14,12,-6,11,-1
CS(=O)(=O)N(CC(N)=O)c1ccc2c(c1)OCO2,-2,-5,10,-9,9,5,-2,.,7,-3,-11
CC1=C(C(=O)OCc2ccccc2)C(c2cccc3ccccc23)NC(=O)N1CCCC(=O)O (centres undefined),-1,5,-18,-1,2,11,-3,10,-23,15,2
CC(Oc1ccc(Br)cc1)C(=O)Nc1nc(-c2ccccn2)cs1 (centres undefined),-8,2,3,3,0,15,7,61*,-5,29,-5
Cc1cc(-c2nnc(SCC(=O)c3ccc(F)cc3)o2)no1,2,-3,4,-4,1,-5,2,-10,-19,3,-3
Fc1cccc(CCN2CCN=C2Nc2ccccc2)c1,-2,-1,-5,-3,-22,26,-5,4,-15,-9,0
COc1ccc(C(=O)N2CCCC(Nc3ccc(C)c(C)c3)C2)c(OC)n1 (centres undefined),8,-6,14,-22,8,-3,-7,-11,-9,2,-7
O=C(N/N=C/C1CCCCC1)c1ccccc1-n1cccc1,-9,2,10,-5,-7,1,-17,-9,-20,-3,-2
O=C(CSc1nccn1Cc1ccc(F)cc1)Nc1ccc(F)cc1F,-5,-6,4,-1,7,26,0,11,1,-5,-4
Cc1cc2c(c(C)c1CCO)C(=O)[C@H](C)C2,-13,4,-21,-3,-11,-24,21,-29,-11,-1,-14
COC(=O)c1cnc(Oc2ccc(NC(=O)NC(=O)c3c(F)cccc3F)cc2)cc1C(F)(F)F,-2,6,13,-5,-27,15,1,14,-23,-10,0
COc1ccc(N2CCN(S(=O)(=O)CCNC(=O)c3ccc4c(c3)OCO4)CC2)cc1,3,-5,11,6,-7,14,-1,9,-28,6,-6
CC1=NN(c2ccc([N+](=O)[O-])cc2)C(=O)C1,18,-8,-45,.,-2,5,-10,-8,.,-3,1
O=[N+]([O-])c1cc2oc3c(c2c(C=NCc2ccccc2)c1O)CCCC3,.,-3,10,2,1,-6,1,10,-31,-2,-2
Cc1ccc(-c2cc(C)nc3nc(N)nn23)cc1,4,-3,11,-42,16,-26,20,-5,-11,-2,-3
O=C1CCCN1C1CCN(Cc2ccccc2)S(=O)(=O)N1 (centres undefined),.,.,.,-7,.,-11,-1,-23,-27,.,6
Cc1ccc(Cl)cc1N1CCN(S(=O)(=O)c2ccc3c(c2)oc(=O)n3C)CC1,-10,1,2,18,6,12,3,7,-38,-5,-2
COc1ccc(NC(=O)c2sc(-c3ccccc3)nc2C)c(OC)c1,.,6,14,-12,-6,-17,-11,-4,-6,-5,-4
CC1(C)CN(c2ccccc2)N(C(=O)c2ccc(F)cc2)C1=O,11,4,2,.,-7,1,17,1,.,-13,-10
Cc1cccc(N2CCN(C(=O)c3cn4ccccc4n3)CC2C)c1 (centres undefined),0,1,6,28,-1,1,-1,-7,1,-9,-4
C[C@@H]1CN([C@@H](C)CO)C(=O)c2ccccc2-c2ccccc2CO[C@@H]1CN(C)S(=O)(=O)c1ccc(C(F)(F)F)cc1,3,-3,0,13,3,-3,4,9,16,7,5
CCN(CC)c1ccc(NC(=O)COc2ccccc2C#N)cc1S(=O)(=O)Nc1ccc(OC)cc1,-2,-1,-12,6,-33,-2,-12,-3,-8,4,-21
O=C1NC2(CCCCCC2)N=C1c1ccc(Br)cc1,-9,-8,-11,-10,5,-16,-12,1,6,-27,-3
Cc1ccc(N(CC(=O)NC(C)(C)C)C(=O)CCC(=O)Nc2nccs2)c(C)c1,-2,-13,-16,-15,-4,4,-3,7,23,-2,4

Given field by field: part of the list above.
O=C(Nc1ccccc1)N1CCN(c2nc(-c3ccccc3)ns2)CC1
  Vif inh: 5 | TLR9-MyD88 inh: -3 | NCOA3 inh: -14 | COUP-TFII inh: -2 | SRC1 inh: -10 | LRH-1 inv ag: -21 | C8 TRAIL sens: 14 | TROY NFkB inh: 12 | SRC2 inh: -6 | EBV LMP1 NFkB: 11 | NOD2 RIPK2 PPI: -1
CS(=O)(=O)N(CC(N)=O)c1ccc2c(c1)OCO2
  Vif inh: -2 | TLR9-MyD88 inh: -5 | NCOA3 inh: 10 | COUP-TFII inh: -9 | SRC1 inh: 9 | LRH-1 inv ag: 5 | C8 TRAIL sens: -2 | TROY NFkB inh: . | SRC2 inh: 7 | EBV LMP1 NFkB: -3 | NOD2 RIPK2 PPI: -11
